Assay outcomes deposited in PubChem by NMMLSC.
Bcl-XL Bim block: inhibitors of Bim-Bcl-XL interaction, human; Q07817; Bim peptide-Bcl-XL binding, bead flow cytometry, fluorescence; inhibition, % at 10 µM; 190,000 tested, 0.04% active; AID 1007
Target sequence (Q07817 whole entry, looked up): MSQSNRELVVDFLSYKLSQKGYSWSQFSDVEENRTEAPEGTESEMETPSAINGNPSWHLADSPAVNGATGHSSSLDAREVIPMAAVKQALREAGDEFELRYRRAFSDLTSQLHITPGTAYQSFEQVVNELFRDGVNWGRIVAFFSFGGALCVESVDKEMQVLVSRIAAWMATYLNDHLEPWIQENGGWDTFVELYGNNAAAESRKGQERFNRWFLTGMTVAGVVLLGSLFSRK
Rac1 wt GTP bind: human Rac1 wildtype GTP binding, inhibitors and activators | 190,000 tested, 0.27% active | GTP binding activity (% of control), % at 10 µM | P63000 | GST-Rac1 beads, fluorescent GTP binding, flow cytometry; actives lie on both sides; 0 = cold GTP competed, 100 = untreated;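 active = GTP binding activity at least 20 points away from the 100% control level, either lower or higher; inconclusive = compound flagged as likely green fluorescent, judged across all proteins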
Rab2 wt GTP: changes GTP binding to wildtype dog Rab2A, up or down; P61105; GST-Rab2 wt beads, Bodipy-GTP binding, flow cytometry; GTP binding activity, % at 10 µM; 190,000 tested, 0.19% active; AID 760;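 active = GTP binding activity at least 20 points away from 100%, either lowered or raised; inconclusive = signal likely due to the compound's own green fluorescence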;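 also: 0% = beads with excess unlabeled GTP and 100% = no-compound control corrected for plate trend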
Bim-Bcl-W: human Bim-Bcl-W interaction inhibition; bead-based flow cytometry, Bim peptide-Bcl-W binding; inhibition, % at 10 µM; 190,000 tested, 0.02% active; AID 952;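 also: 0% = bound tracer without compound and 100% = peptide blocker; higher means less fluorescent Bim peptide bound to Bcl-W beads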
Rac1 act GTP bind: modulators of GTP binding to human Rac1 activated mutant. 190,000 tested, 0.11% active. AID 764. P63000. GST-Rac1 activated beads, fluorescent GTP binding, flow cytometry; actives lie on both sides; 100% means binding = to untreated wells. percent activity (GTP binding), % at 10 µM;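 active = GTP binding at least 20 percentage points away from the 100% baseline, in either direction, so actives lie on both sides; inconclusive = Compound likely fluorescent itself, or too few beads counted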
Rab7 wt GTP bind: modulators of GTP binding to dog Rab7 wildtype GTPase | GST-Rab7 beads, fluorescent GTP binding, flow cytometry; actives lie on both sides; untreated = 100%, excess cold GTP = 0% | AID 758 | 190,000 tested, 0.055% active | GTP binding activity (percent of control), % at 10 µM;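 active = fluorescent GTP binding to Rab7 beads changed by at least 20 points from the 100% baseline, either direction, mostly lower; inconclusive = compound itself probably fluorescent, or too few beads counted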;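 also: median green fluorescence of bound Bodipy-FL-GTP per Rab7 bead population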
Cdc42 wt: changes GTP binding to wildtype human Cdc42 | P60953 | GST-Cdc42 beads, Bodipy-GTP binding, flow cytometry; actives lie on both sides | percent activity (GTP binding), % at 10 µM | 190,000 tested, 0.2% active | AID 761;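 active = percent activity GTP binding at least 20 points away from the 100% baseline, either down as inhibitor or up as activator; inconclusive = compound flagged as likely green fluorescent from well-wide comparison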;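 also: median bead fluorescence of bound Bodipy-FL-GTP at 100 nM; 0% = excess unlabeled GTP control and 100% = no compound control; below 100% means less GTP binding so inhibitor and above means activator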
Target sequence (P60953 whole entry, looked up): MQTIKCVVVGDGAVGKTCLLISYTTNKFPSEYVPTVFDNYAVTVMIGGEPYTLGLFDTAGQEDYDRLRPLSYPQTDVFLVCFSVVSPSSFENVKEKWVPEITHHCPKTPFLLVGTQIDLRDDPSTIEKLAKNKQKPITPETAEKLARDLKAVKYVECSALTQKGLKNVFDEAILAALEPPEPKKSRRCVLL
Bcl-B Bim block: inhibitors of Bim-Bcl-B interaction, human; Q9HD36; bead-based flow cytometry, Bim peptide-Bcl-B binding; inhibition, % at 10 µM; 190,000 tested, 0.073% active;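 also: 0% = tracer peptide without compound and 100% = reference inhibitor peptide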
Target sequence (Q9HD36 whole entry, looked up): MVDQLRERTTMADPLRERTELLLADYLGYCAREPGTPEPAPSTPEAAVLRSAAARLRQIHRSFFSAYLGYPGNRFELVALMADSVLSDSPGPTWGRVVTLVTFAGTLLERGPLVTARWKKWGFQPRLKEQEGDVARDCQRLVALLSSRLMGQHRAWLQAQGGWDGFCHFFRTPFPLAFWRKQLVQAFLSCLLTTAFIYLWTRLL
Bim-Bcl-2: disrupts Bim peptide binding to human Bcl-2; P10415; Bead-based flow cytometry, Bim peptide-Bcl-2 binding; inhibition, % at 10 µM; 190,000 tested, 0.06% active; in the data active = inhibition above about 40%; inconclusive = no clear call, values can overlap the other calls;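 also: 0% = no compound wells with probe peptide and 100% = reference peptide inhibitor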
HRas wt GTP bind: human HRas wildtype GTP binding, change in either direction; P01112; GST-Ras wt beads, Bodipy-FL-GTP binding, flow cytometry; actives lie on both sides; GTP binding activity, % at 10 µM; 190,000 tested, 0.14% active; AID 759;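 active = GTP binding activity at least 20% away from the 100% baseline, either lowered as inhibitor or raised as activator; inconclusive = flagged as likely green fluorescent, judged across all proteins in the well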;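 also: 0% = unlabeled GTP competition control and 100% = no-compound control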
Bfl-1 Bim block: disrupts Bim binding to human Bfl-1. Q16548. Bead-based flow cytometry, Bim-Bfl-1 binding inhibition. inhibition, % at 10 µM. 190,000 tested, 0.12% active. AID 1008;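 also: 0% = wells without compound plus tracer and 100% = blocker peptide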
* marks the source's active call; other numbers are inactive results; ? = inconclusive; . = not tested or not shown. Rule as the data show it, unless noted: active = inhibition above about 40%.

SMILES	Bcl-XL Bim block	Rac1 wt GTP bind	Rab2 wt GTP	Bim-Bcl-W	Rac1 act GTP bind	Rab7 wt GTP bind	Cdc42 wt	Bcl-B Bim block	Bim-Bcl-2	HRas wt GTP bind	Bfl-1 Bim block
NC(=O)C1CCN(C(=O)c2ccco2)CC1	2	100	100	3	99	99	100	-6	-6	99	-3
COc1ccc2c(c1)C1=NN(/C(C)=C/C(C)=O)C(c3ccc(F)cc3)C1CC2 (stereo not given)	-4	99	97	2	98	96	99	-2	-2	99	7
CSCCC(NC(=O)c1ccc(C)o1)C(=O)O (stereo not given)	-3	104	105	-1	101	104	103	-1	-4	102	-1
CS(=O)(=O)N(Cc1ccc(Cl)cc1)c1ccc(C(=O)NCC2CCCO2)cc1 (stereo not given)	4	100	101	18	97	102	98	4	9	98	-1
O=C(C1CCCN(S(=O)(=O)c2cccnc2)C1)N1CCN(c2ccccn2)CC1 (stereo not given)	-2	105	100	1	99	98	100	-6	-2	103	-8
Cc1c(C(=O)Nc2ccc(S(=O)(=O)NCC3CCCO3)cc2)cccc1[N+](=O)[O-] (stereo not given)	1	98	98	0	95	102	94	-4	0	98	-7
Cc1ccc(C(=O)c2no[n+]([O-])c2C(=O)c2ccc(C)cc2)cc1	5	104	95	9	93	97	98	7	-4	97	5
COc1ccc(Cn2nnnc2C(c2cccnc2)N2CCN(c3ccc(O)cc3)CC2)cc1 (stereo not given)	-4	97	96	-1	95	97	97	-12	-6	97	-12
O=C(/C=C/c1ccc2c(c1)OCO2)c1ccc(F)cc1	1	102	100	0	97	103	99	-1	0	100	1
Oc1oc(-c2cccc3ccccc23)nc1/C=N/c1nccs1	-8	102	101	-7	99	99	102	-3	-3	98	-11

Only Rac1 wt GTP bind, HRas wt GTP bind and Bim-Bcl-2, for some of the entries so far:
Molecule	Rac1 wt GTP bind	HRas wt GTP bind	Bim-Bcl-2
COc1ccc2c(c1)C1=NN(/C(C)=C/C(C)=O)C(c3ccc(F)cc3)C1CC2 (stereo not given)	99	99	-2
CSCCC(NC(=O)c1ccc(C)o1)C(=O)O (stereo not given)	104	102	-4

An excerpt from above in order of the Rab2 wt GTP value, smallest number first.
SMILES	Bcl-XL Bim block	Rac1 wt GTP bind	Rab2 wt GTP	Bim-Bcl-W	Rac1 act GTP bind	Rab7 wt GTP bind	Cdc42 wt	Bcl-B Bim block	Bim-Bcl-2	HRas wt GTP bind	Bfl-1 Bim block
Cc1ccc(C(=O)c2no[n+]([O-])c2C(=O)c2ccc(C)cc2)cc1	5	104	95	9	93	97	98	7	-4	97	5
COc1ccc(Cn2nnnc2C(c2cccnc2)N2CCN(c3ccc(O)cc3)CC2)cc1 (stereo not given)	-4	97	96	-1	95	97	97	-12	-6	97	-12
COc1ccc2c(c1)C1=NN(/C(C)=C/C(C)=O)C(c3ccc(F)cc3)C1CC2 (stereo not given)	-4	99	97	2	98	96	99	-2	-2	99	7
O=C(C1CCCN(S(=O)(=O)c2cccnc2)C1)N1CCN(c2ccccn2)CC1 (stereo not given)	-2	105	100	1	99	98	100	-6	-2	103	-8
Oc1oc(-c2cccc3ccccc23)nc1/C=N/c1nccs1	-8	102	101	-7	99	99	102	-3	-3	98	-11
CSCCC(NC(=O)c1ccc(C)o1)C(=O)O (stereo not given)	-3	104	105	-1	101	104	103	-1	-4	102	-1

Next results follow:
SMILES	Bcl-XL Bim block	Rac1 wt GTP bind	Rab2 wt GTP	Bim-Bcl-W	Rac1 act GTP bind	Rab7 wt GTP bind	Cdc42 wt	Bcl-B Bim block	Bim-Bcl-2	HRas wt GTP bind	Bfl-1 Bim block
COc1ccccc1C(=O)n1nc(C)cc1C	-3	107	101	-4	100	99	105	-5	1	101	3
O=C(N/C(=C\c1cn(-c2ccccc2)nc1-c1ccccc1)C(=O)N1CCOCC1)c1ccccc1	-9	102	97	-7	98	99	103	-13	-6	97	-10
COc1ccccc1CNC(=O)c1cc2c(C)nn(Cc3ccc(F)cc3)c2s1	-1	?	?	-3	?	?	?	-2	-4	?	-2
C=CCNC(=O)c1ccc(Cn2cc(C(F)(F)F)ccc2=O)cc1	-2	97	98	-2	96	99	97	-5	0	96	-4
N#Cc1ccc(OCC(O)CS(=O)(=O)c2ccc(F)cc2)cc1 (stereo not given)	-1	99	102	0	99	104	99	-2	0	101	-4
NC(=O)c1c(NC(=O)CN2CCOCC2)sc2c1CCC2	-12	108	103	1	100	100	106	-7	-5	103	-11
CCCCCCC(=O)Nc1nnc(CC)s1	3	93	93	1	91	92	93	12	13	93	15
CCOc1ccc(OCC(=O)NCCc2nc3ccccc3[nH]2)cc1	0	101	100	1	98	99	105	3	-1	100	0
Cc1ccc(-n2[nH]c(C)c(C=Nc3ccc(Br)cn3)c2=O)cc1	.	101	97	.	95	105	100	.	?	98	.
CCC(C)NC(=O)C1CCC(=O)N(c2ccc3c(c2)OCO3)C1c1ccc(OC)cc1 (stereo not given)	-1	100	98	2	97	99	96	-7	-8	97	-11
O=C(Nc1cc(Sc2ccccn2)cc([N+](=O)[O-])c1)c1ccc([N+](=O)[O-])cc1	0	96	97	-3	96	95	97	1	1	96	1
